aSyn tox rescue: qHTS of alpha-syn Inhibitors: NCGC Sytravon Library Screen; S. cerevisiae alpha-synuclein toxicity rescue, BacTiter-Glo growth, 24 h; Potency, µM (titrated, usually from 46.1 µM), without a hit: at the top dose growth rescue (activation), most hits filed as activators; actives 0.02% (n = 94,000); active means well fitted activation curve with a large enough effect; inconclusive means small, poorly fitted or top-dose-only effect; further: 0% is about no effect
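Growth restoration measured by BacTiter-Glo luminescence after 24 hr at 30 deg C; alpha-synuclein yeast, raffinose-pregrown to mid-log, were added at OD600=0.02 in galactose medium onto pinned compounds.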
Numbers without * were called inactive; ? = inconclusive; & = joins results of further samples; [ ] = remark or other dose. Potency means the concentration at half of the fitted maximal effect. An excerpt; rates above refer to the full screens.

Compound	aSyn tox rescue
Cc1ccc(OCC(=O)N(Cc2ccco2)C2CCS(=O)(=O)C2)cc1C (configuration not stated)	-1%
Cc1cccc(NC(=O)c2ccc(S(=O)(=O)N3CCN(C)CC3)cc2)c1C	14%
CC1=NN(c2ccccc2)C(=O)/C1=C/c1cc(C)n(C2CC2)c1C	-3%
Cc1c(Cl)cccc1-c1ccc(CNCCSc2nnnn2-c2ccccc2)o1	-5%
COc1ccc(Cn2c(CCC(=O)Nc3ccc(C)c(C)c3)nc3cccnc32)cc1	-1%
CCCCN(Cc1ccccc1)C(=O)CN(C)S(=O)(=O)c1ccc2c(c1)c(=O)n(C)c(=O)n2C	5%
Cc1ccc(S(=O)(=O)Nc2cccc(CP(=O)(c3ccccc3)c3ccccc3)c2)cc1	3%
CCc1ccccc1N1CC(c2nc3ccccc3n2CCC2CCCCC2)CC1=O (configuration not stated)	?
Cc1ccc(C(=O)NCC(=O)OCCOc2cccc(Cl)c2)cc1	13%
CCOC(=O)C(Cc1c[nH]c2ccccc12)NC(=O)COc1ccc(Cl)cc1 (configuration not stated)	?
CC(C)CCNC(=O)C1CCC(CNc2c(N3CCCC3)c(=O)c2=O)CC1 (configuration not stated)	3%
CN(C(=O)COC(=O)c1cccc(S(=O)(=O)N2CCCCC2)c1)C1CCS(=O)(=O)C1 (configuration not stated)	6%
Cc1ccc(S(=O)(=O)CCC(=O)OCC(=O)N(C)C2CCS(=O)(=O)C2)cc1 (configuration not stated)	5%
CCN(CC(=O)Nc1ccc(OC)cc1)C(=O)COc1cccc2c1OC(C)(C)C2	4%
CC(=O)Nc1ccc(S(=O)(=O)Nc2cc([N+](=O)[O-])ccc2C)cc1	5%
Cc1ccc(C)c(N2CCN(Cc3csc(C)c3)CC2)c1	3%
CN(C)CCCN(C(=O)CCc1ccccc1)c1nc2ccc(Cl)cc2s1	-18%
Cc1cc(C(=O)Nc2ccccc2C)on1	-4%
CC(=O)N1CCCc2cc(S(=O)(=O)N3CCCC(C(=O)N4CCN(c5cc(C)ccc5C)CC4)C3)ccc21 (configuration not stated)	1%
CCOc1cc(CNC(=O)C(NS(=O)(=O)c2cccs2)C(C)C)cc(OCC)c1OCC (configuration not stated)	-4%
COC(=O)CNC(=O)C(Cc1ccccc1)NS(=O)(=O)c1ccc2c(c1)c(=O)n(C)c(=O)n2C (configuration not stated)	-7%
COc1ccc(CCNC(=O)c2ccc3c(c2)CCN3S(=O)(=O)c2ccc(Cl)cc2)cc1	-6%
COc1ccc(OC)c(CNC(=O)c2cc(=O)[nH]c3ccc(S(=O)(=O)N4CCCCC4C)cc23)c1 (configuration not stated)	1%
Cc1cccn2c(=O)c3cc(C(=O)NCCc4ccccc4)sc3nc12	-7%
O=C(c1cc(F)c(F)cc1Cl)N1CCN(S(=O)(=O)c2cccs2)CC1	2%
Cc1nc(-c2ccc(Cl)cc2)sc1CCNC(=O)C(=O)Nc1ccc2c(c1)OCCO2	-2%
Cc1cc(C)n(-c2nc3ccccc3nc2Nc2cc(Cl)ccc2C)n1	2%
O=C(COC(=O)/C=C/c1ccccc1Cl)NCCc1ccc(Cl)cc1Cl	7%
Cc1nn(-c2ccc(N3CCCC3)nn2)c(C)c1CCC(=O)NCc1ccccc1	-4%
CCCCNC(=O)c1ccc2c(c1)N(CC)C(=O)c1ccccc1S2(=O)=O	9%
COc1ccc(C(=O)COC(=O)C2CCN(c3ccc(C(F)(F)F)cn3)CC2)c(OC)c1	-1%
Cc1ccc(OCC(=O)Nc2ccc3nn(-c4ccc(C)cc4)nc3c2)cc1	2%
CCN=c1scc(-c2ccc(F)cc2)n1/N=C/c1ccccn1	-15%
COc1cc(C)ccc1OCc1cc(C(=O)NC2CCOCC2)no1	9%
Cc1ccc(-n2nc(-c3ccc(F)cc3)c3cnc4cc5c(cc4c32)OCO5)cc1C	-2%
COc1cc(C(=O)NCCNc2nc3c(C)cccc3cc2C#N)cc(OC)c1OC	1%
Cc1ccc(C(=O)NCC(=O)OCCCn2c(=O)[nH]c3ccccc32)cc1C	-9%
COc1ccc(OCCCC(=O)NCCc2nc3ccccc3[nH]2)cc1	-1%
Cn1c(=O)oc2cc(S(=O)(=O)Nc3ccc(C(=O)O)cc3)ccc21	5%&1%
Cc1cccc(NC(=O)N2CCN(C(=O)c3nsc4ccccc34)CC2)c1C	4%

Individual results from above.
COc1ccc(OCCCC(=O)NCCc2nc3ccccc3[nH]2)cc1 in aSyn tox rescue = -1%
Cc1ccc(-n2nc(-c3ccc(F)cc3)c3cnc4cc5c(cc4c32)OCO5)cc1C in aSyn tox rescue = -2%

(listing goes on)
Compound	aSyn tox rescue
CC(=O)N1CCN(CC(=O)NC(=O)Nc2ccc3c(c2)OCCO3)CC1	8%
COc1cccc(NC(=O)CSc2nc3c(oc4ccccc43)c(=O)n2Cc2ccco2)c1	3%
Cc1nc2ccccn2c1C(=O)N=Nc1c(O)[nH]c2ccccc12	9%
FC(F)(F)c1cccc(N2CCN(Cc3nnc(-c4ccc5c(c4)OCO5)o3)CC2)c1	17%
C[C@H]1CN([C@@H](C)CO)C(=O)CCCn2nncc2CO[C@@H]1CN(C)Cc1ccc(C(=O)O)cc1	1%
CCOc1ccc(-c2c(C)nn3c(C)c(C(=O)NCCc4ccccc4)cnc23)cc1OCC	2%
O=C(NCc1ccc2c(c1)OCO2)c1ccc(Br)o1	1%
Cc1ccc2nc(COc3cccc(NC(=O)COc4ccccc4F)c3)cc(=O)n2c1	-7%
Cc1cccc(NC(=O)C(C)OC(=O)CNC(=O)C2CCCCC2)c1 (configuration not stated)	-1%
Cc1ccc(C)c(N(C(=O)CNC(=O)c2ccco2)C(C(=O)NCC2CCCO2)c2ccccc2)c1 (configuration not stated)	4%
CCOC(=O)c1ccc(NC(=S)NCCCN2CCN(C3CCCCC3)CC2)cc1	1%
CC(=O)Nc1ccc(NC(=O)CSC2=NS(=O)(=O)c3cc(F)ccc3N2)cc1	-51%[inhibitor]
CCOc1ccc(-c2cc(C(=O)NCc3ccccc3)c3c(-c4ccc(CC)cc4)[nH]nc3n2)cc1	9%
CCc1ccccc1N(C(=O)c1snc(C(N)=O)c1N)C(C(=O)NCC1CCCO1)c1ccc(OC)c(OC)c1 (configuration not stated)	7%
COc1cc(NS(=O)(=O)c2cc(Br)cc3c2N(C(=O)C2CC2)CC3)cc(OC)c1	-5%
CCCCc1ccc(NC(=O)CN(C)CC(=O)Nc2ccccc2Cl)cc1	7%
COc1ccc(-c2noc(CCC(=O)N(C)c3ccccc3C)n2)cc1	3%
Cc1ncc([N+](=O)[O-])n1CC(=O)NC(C)(C)C	3%
CCOc1ccccc1NC(=O)CCNC(=O)Cn1ccc2ccccc2c1=O	-6%
CC1(C)CC(=O)C=C(NCCN2CCN(C(=S)NC3CCCCC3)CC2)C1	1%
COc1ccc(OC)c(NC(=O)COC(=O)c2ccc(S(=O)(=O)N3CCCCC3)cc2)c1	-7%
CC(C)Cc1cc(C(=O)N2CCN(c3ccc(F)cc3)CC2)no1	15%
CN1CCc2c(sc(NC(=O)c3ccc(S(=O)(=O)N4CCOCC4)cc3)c2C(N)=O)C1	0%
CC1CN(C(=O)COC(=O)c2ccc(S(=O)(=O)N(C)C)cc2)CC(C)O1 (configuration not stated)	1%
COc1ccc(/C=N/Nc2nc3ccccc3[nH]2)c(OC)c1OC	14%
O=C(COC(=O)c1ccccn1)NNC(=O)c1ccc([N+](=O)[O-])cc1	0%
COc1ccc(OC)c(CC(NC(C)=O)C(=O)NC2CCN(c3c(Cc4ccccc4)c(C)nc4ncnn34)CC2)c1 (configuration not stated)	5%
O=C(N/N=C/c1ccc[nH]1)c1ccc2c(c1)OCO2	-13%
COc1ccccc1C(=O)NCC(=O)N1CCN(S(=O)(=O)c2ccc3c(c2)OCCO3)CC1	-2%
CCc1ccccc1NC(=O)Cc1ccc(NC(=O)N2CCCCc3ccccc32)cc1	-6%

Compounds above containing a COOH group, in the order listed:
Compound	aSyn tox rescue
Cn1c(=O)oc2cc(S(=O)(=O)Nc3ccc(C(=O)O)cc3)ccc21	5%&1%
C[C@H]1CN([C@@H](C)CO)C(=O)CCCn2nncc2CO[C@@H]1CN(C)Cc1ccc(C(=O)O)cc1	1%

Continuation:
Compound	aSyn tox rescue
CC(C)CCNC(=O)Cn1nc(N2CCN(c3ccccc3)CC2)ccc1=O	9%
O=C(COc1ccc2ccccc2c1)NN1C(=O)c2ccccc2C1=O	8%
CCN1CCN(C(=S)Nc2cccc([N+](=O)[O-])c2)CC1	5%
CCc1cccc(C)c1NC(=O)C1CCCN1S(=O)(=O)c1cccc2nsnc12 (configuration not stated)	6%
O=C(Cn1nc(-c2ccccc2)c2cnc3ccc(F)cc3c21)NC1CCCC1	-4%
Cc1ccc(C)c(OCCC(=O)OCC(=O)N(C)c2c(N)n(Cc3ccccc3)c(=O)[nH]c2=O)c1	5%
Cc1ccsc1/C=N/NC(=O)c1ccc([N+](=O)[O-])cc1	-10%
CCn1c(=O)cc(OCC(=O)N2CCN(c3ccc(C(C)=O)cc3)CC2)c2ccccc21	-10%
O=C(Nc1cccc(C(F)(F)F)c1)c1cc2ccc3cccnc3c2[nH]1	-9%
CC(C)(C)NC(=O)CCSc1nc(-c2ccc3c(c2)OCO3)cc(C(F)(F)F)n1	-3%
Cc1ccc(C)c(C(=O)OCC(=O)N(C)c2ccccc2)c1	1%
CCCCOCCCNCC(=O)Nc1ccc(S(N)(=O)=O)cc1	-7%
CNc1c(NS(=O)(=O)c2ccc3c(c2)CCCC3)c(=O)oc2ccccc12	2%
COCCCn1c(SCC(=O)Nc2ccc(F)cc2)nc2c(sc3ccccc32)c1=O	-8%
Oc1c(C(c2ccccc2F)N2CCN(c3ccccc3F)CC2)sc2nc(-c3ccco3)nn12 (configuration not stated)	28%
COc1ccc(C)cc1S(=O)(=O)N1CCN(C(=O)c2ncoc2-c2cccc(F)c2)CC1	-1%
Cc1cccc(CNC(=O)c2cnc3sc(N4CCCCCC4)nn3c2=O)c1	-3%
O=c1cc(-c2ccccc2Cl)c2c([nH]1)CCC2	-8%
Cc1ccc(S(=O)(=O)N(C)C)cc1NC(=O)COC(=O)/C(=C/c1ccc(F)cc1)c1cccs1	5%
COc1ccccc1NC(=O)c1nn(C)c2c1CS(=O)(=O)c1ccccc1-2	3%
COC(=O)c1cc2oc3ccccc3c2n1Cc1nc(-c2ccc(OC)cc2)oc1C	8%
Cc1ccc(-c2ccc(=O)n(Cc3cc(C)ccc3C)n2)cc1	4%
CCOC(=O)c1c(Nc2ccc(F)cc2)nnc(-c2ccccc2)c1-c1ccccc1	2%
CCN(Cc1nc(-c2ccc(OC)c(OC)c2)no1)S(=O)(=O)c1ccc(OC)cc1	2%
CCN(CC)CCNC(=O)C(=O)Nc1c2c(nn1-c1ccc(F)cc1)CSC2	3%
O=C(O)c1ccccc1NCc1ccsc1	10%
COCOCCn1cc(CN2CCS(=O)(=O)N(Cc3ccc(-c4ccc(C)cc4)cc3)C(C)C2=O)nn1 (configuration not stated)	6%
CCS(=O)(=O)N1CCc2cc(C(=O)Nc3ccc(OC)c(Cl)c3)ccc21	-9%
O=C(Nc1cccc(F)c1)c1cnc2sc(N3CCCC3)nn2c1=O	-3%
O=C(CCNC(=O)c1ccccc1Cl)Nc1cc(S(=O)(=O)N2CCOCC2)ccc1N1CCCC1	-4%
CN(Cc1ccccn1)C(=O)c1cc(COc2ccc(F)c(F)c2)on1	3%
CCCCC(=O)Nc1nnc(S(=O)(=O)N(CC)c2cc(C)cc(C)c2)s1	-3%
CCOC(=O)c1cc(C#N)c(SCC(=O)OC)[nH]c1=O	16%
COC(=O)C(CCC(=O)CN1C(=O)c2ccccc2C1=O)N1C(=O)c2ccccc2C1=O (configuration not stated)	2%
C[C@H]1CN([C@@H](C)CO)C(=O)CCCn2nncc2CO[C@@H]1CN(C)Cc1ccc(Cl)c(Cl)c1	11%
COc1ccc(OC(=O)c2nc(SCc3ccc(C)cc3)ncc2Cl)cc1	-7%
COc1ccc(S(=O)(=O)N2CCCCCC2)cc1C(=O)Nc1ccc(C(=O)N(C)C)cc1	2%
CN(Cc1ccccc1)CC(O)COc1ccc(CNCCc2cccnc2)cc1 (configuration not stated)	0%
CCn1ncc(C(=O)Nc2cccc(Cl)c2)c1C	-5%
COCOCCn1cc(CN2CCS(=O)(=O)N(Cc3ccc(-c4ccncc4)cc3)C(C)C2=O)nn1 (configuration not stated)	-8%

Filtered by structure: those above with a furan ring, fused or not.
Compound	aSyn tox rescue
Cc1ccc(OCC(=O)N(Cc2ccco2)C2CCS(=O)(=O)C2)cc1C (configuration not stated)	-1%
Cc1c(Cl)cccc1-c1ccc(CNCCSc2nnnn2-c2ccccc2)o1	-5%
COc1cccc(NC(=O)CSc2nc3c(oc4ccccc43)c(=O)n2Cc2ccco2)c1	3%
O=C(NCc1ccc2c(c1)OCO2)c1ccc(Br)o1	1%
Cc1ccc(C)c(N(C(=O)CNC(=O)c2ccco2)C(C(=O)NCC2CCCO2)c2ccccc2)c1 (configuration not stated)	4%
Oc1c(C(c2ccccc2F)N2CCN(c3ccccc3F)CC2)sc2nc(-c3ccco3)nn12 (configuration not stated)	28%
COC(=O)c1cc2oc3ccccc3c2n1Cc1nc(-c2ccc(OC)cc2)oc1C	8%

Other records:
Compound	aSyn tox rescue
COCCn1c(=O)sc2ccccc2c1=O	12%
COc1ccc(CCNc2cc(N3CCN(C(=O)c4ccccc4OC)CC3)ccc2[N+](=O)[O-])cc1OC	-2%
COc1ccc(S(=O)(=O)Nc2ccncc2)c(C)c1C	1%
Cc1ccc(Cl)cc1Nc1nn2c(=O)c3ccc(C(=O)NC4CCCCC4)cc3nc2s1	-2%
